Anthrax LF prot – Bacillus anthracis LF protease inhibitors, primary screen, biochemical, multiplex microsphere, MLPCN library; Lethal factor (Bacillus anthracis), P15917; multiplex microsphere protease cleavage assay; inhibition, % at 10 µM; hit rate 0.12% among 360,000; also: plate controls were buffer without enzyme for full effect and enzyme alone for no effect
Target sequence (P15917 whole entry, looked up): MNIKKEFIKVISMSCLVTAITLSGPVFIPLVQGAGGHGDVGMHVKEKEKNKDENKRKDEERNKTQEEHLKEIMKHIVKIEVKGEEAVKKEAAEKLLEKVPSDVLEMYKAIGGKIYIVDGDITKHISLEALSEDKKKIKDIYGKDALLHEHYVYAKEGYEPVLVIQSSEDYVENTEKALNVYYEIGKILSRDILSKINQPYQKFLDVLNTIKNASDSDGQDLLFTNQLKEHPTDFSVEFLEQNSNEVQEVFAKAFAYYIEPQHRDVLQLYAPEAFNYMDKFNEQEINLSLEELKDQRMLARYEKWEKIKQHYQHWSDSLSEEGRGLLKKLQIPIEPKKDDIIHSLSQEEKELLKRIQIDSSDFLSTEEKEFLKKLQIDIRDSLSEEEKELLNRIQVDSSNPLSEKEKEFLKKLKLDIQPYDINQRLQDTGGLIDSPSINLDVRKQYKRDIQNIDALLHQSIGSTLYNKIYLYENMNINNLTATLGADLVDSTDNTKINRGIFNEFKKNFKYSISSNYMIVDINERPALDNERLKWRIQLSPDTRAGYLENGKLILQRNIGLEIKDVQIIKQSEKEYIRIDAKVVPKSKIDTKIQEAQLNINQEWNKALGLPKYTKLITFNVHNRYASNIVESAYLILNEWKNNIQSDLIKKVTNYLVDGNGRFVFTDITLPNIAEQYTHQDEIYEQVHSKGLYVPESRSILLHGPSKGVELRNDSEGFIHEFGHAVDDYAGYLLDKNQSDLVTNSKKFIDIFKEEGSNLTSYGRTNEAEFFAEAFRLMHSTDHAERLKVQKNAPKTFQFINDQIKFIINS
Vc quorum ag – inducers of Vibrio cholerae quorum light production without autoinducers, primary screen, BH1578 luxS cqsA deficient, single point. V. cholerae BH1578 lux reporter, luminescence, 6 h. activation, % at 18.7 µM. hit rate 0.16% among 350,000. AID 588436, 2011; in the data active = activation mostly above about 9.7%, no sharp cut-off; inconclusive = no clear call, values can overlap the other calls; inactive = mostly below about 3.7%; also: not every result past the cut was called active; inactives centre near 0; reference of the scale not given here
Y pestis TopoI – Yersinia pestis topoisomerase I inhibitors, primary screen, biochemical, cleavage product accumulation, plate reader, single point | DNA topoisomerase I (Yersinia pestis CO92) | Y. pestis Topo-I cleavage product accumulation | activity, % at 10 µM | hit rate 0.064% among 360,000 | AID 504884, 2011; in the data active = activity above about 50%, passing the limit was not always enough; inconclusive = no clear call, values can overlap the other calls; also: inactives centre near 2
DUSP3 inh – VHR1 phosphatase inhibitors, primary screen, biochemical, absorbance, uHTS | hit rate 0.52% among 290,000 | inhibition, % at 13.3 µM | recombinant VHR phosphatase, pNPP absorbance | Dual specificity protein phosphatase 3 (Homo sapiens), P51452; in the data active = inhibition above about 50%; also: some compounds called inactive have numbers as strong as hits
Target sequence (P51452 whole entry, looked up): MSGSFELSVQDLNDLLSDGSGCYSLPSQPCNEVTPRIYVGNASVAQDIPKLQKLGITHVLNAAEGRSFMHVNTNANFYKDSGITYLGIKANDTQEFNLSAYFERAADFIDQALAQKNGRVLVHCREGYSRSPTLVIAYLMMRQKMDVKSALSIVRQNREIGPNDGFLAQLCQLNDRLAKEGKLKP
CCHFV vOTU inh – CCHFV vOTU protease inhibitors, primary screen, biochemical, Pep-AMC substrate, fluorescence; inhibition, % at 11.5 µM; hit rate 0.55% among 370,000; in the data active = inhibition above about 30%; also: 0% = vehicle wells with enzyme and 100% = no enzyme wells
PfHsp40 yeast – rescue of yeast from PfHsp40 toxicity, primary screen, S. cerevisiae, ATP luminescence; hit rate 0.68% among 340,000; S. cerevisiae expressing PfHsp40, growth rescue; growth rescue, % at 12.5 µM; in the data active = growth rescue above about 28%, passing the limit was not always enough; inconclusive = no clear call, values can overlap the other calls;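 also: yeast W303a lacking pdr1 and pdr3 grown in galactose medium; growth measured after three days at 30 °C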
BoNT A protease – BoNT/A light chain protease inhibitors, primary screen, biochemical, flow cytometry, MLPCN library | hit rate 0.17% among 360,000 | Botulinum neurotoxin type A light chain protease (Clostridium botulinum A str. ATCC 3502) | inhibition, % at 10 µM | multiplex microsphere protease substrate cleavage; also: plate controls were buffer without enzyme for full effect and enzyme alone for no effect
SSB-PriA inh – inhibitors of Klebsiella pneumoniae PriA binding to SSB C-terminal tail, primary screen, biochemical, AlphaScreen; hit rate 0.6% among 430,000; inhibition, % at 33 µM; AlphaScreen SSBct-PriA binding, biotinylated peptide; PriA–SSB C-terminal tail interaction (Klebsiella pneumoniae); in the data active = inhibition mostly above about 37%, no sharp cut-off; inactive = mostly below about 20%;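 also: plate controls were negative control peptide for no effect and reference peptide for full effect; strong numbers were not always called active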
3CLpro inhibitor – SARS-CoV 3CLpro protease inhibitors, primary screen, biochemical, quenched FRET; hit rate 0.14% among 290,000; Replicase polyprotein 1ab (Severe acute respiratory syndrome coronavirus), P0C6X7; recombinant SARS-CoV 3CLpro, quenched FRET peptide cleavage; inhibition, % at 6 µM; in the data active = inhibition above about 12%
TcdB GH inh – TcdB glycohydrolase inhibitors, primary screen, biochemical, single point, plate reader | Toxin B (Clostridioides difficile), P18177 | TcdB glycohydrolase enzymatic assay | inhibition, % at 9.99 µM | hit rate 0.24% among 350,000 | AID 652162, 2013; in the data active = inhibition above about 10%
An asterisk follows results filed as active; i = inactive; ? = inconclusive; · = not tested or not shown; & = joins results of further samples. Rule as the data show it, unless noted: active = inhibition above about 30%; inconclusive = no clear call, values can overlap the other calls; inactive = below that. A portion of the library. The share of hits here may be higher or lower than overall.

Below each compound: Anthrax LF prot	Vc quorum ag	Y pestis TopoI	DUSP3 inh	CCHFV vOTU inh	PfHsp40 yeast	BoNT A protease	SSB-PriA inh	3CLpro inhibitor	TcdB GH inh
> COc1cc(C2CC(=O)c3c(ccc4ccccc34)N2)ccc1O (stereo unspecified)
    -1.3	-2.7	0.4	34.8	23.5	0.7	0.1	0.2	4.2	·
> Cc1ccccc1N1C(=O)C2C3CCC(O3)C2C1=O (stereo unspecified)
    -7.7	i	-16.3	16.6	-7.0	-0.8	-3.2	-6.7	4.3	1.4
> Cc1nc(Cl)cc(N/N=C/c2ccc(O)cc2O)n1
    ·	-0.2	-8.2	12.7	8.8	-1.1	·	·	1.5	-1.6
> Cc1ccc(S(=O)(=O)N(C)C)cc1NC(=O)Cn1c(CN2CCOCC2)nc2ccccc2c1=O
    -3.7	·	3.0	17.8	-2.9	-0.1	-1.2	1.9	-0.6	-1.0
> CC(=O)c1ccc(OCCCC(=O)OCC(=O)N2CCN(c3ccccc3)CC2)cc1
    -2.3	3.0	0.6	11.3	3.3	0.3	0.2	-29.8	-5.7	·
> O=c1cc(N2CCc3ccccc3C2)[nH]c(=O)n1Cc1ccc(F)cc1
    1.0	i	-0.3	-13.9	4.2	-0.3	-0.2	4.1	-4.0	2.1
> O=C(Nc1ccccc1O)C(c1ccccc1)c1ccccc1
    -1.3	-0.7	-0.4	·	4.7	-1.2	-1.6	-0.9	0.6	-3.1
> O=C(NCc1ccccn1)c1cc(-c2ccc(Cl)cc2)nc2ccccc12
    -2.9	-0.6	-0.5	18.0	-7.3	0.4	-0.8	-10.9	0.2	1.5
> Cc1cc(C)c(NC(=O)CN(c2ccccc2)S(=O)(=O)N(C)C)c(C)c1
    -1.3	-3.8	4.7	10.8	5.9	-0.3	-0.3	2.0	5.2	·
> CC1(C(=O)CSc2nc3ccccc3s2)CCC(=O)O1 (stereo unspecified)
    0.2	i	5.2	15.2	1.3	1.0	0.6	-3.2	7.3	·
> O=S(=O)(c1ccc(Cl)cc1)N1CCCC(c2nc(-c3ccc(F)cc3)no2)C1 (stereo unspecified)
    1.8	i	35.7	·	-2.0	-1.0	-0.4	-10.7	·	-0.7
> CCOC(=O)C(NCc1ccccc1OC)(NC(=O)c1ccccc1)C(F)(F)F (stereo unspecified)
    1.8	-2.0	3.4	21.3	11.0	-0.5	0.5	-9.1	-1.4	·
> Cc1ccc2oc(C(=O)NCC(c3ccco3)N(C)C)c(C)c2c1 (stereo unspecified)
    0.4	i	11.3	6.8	10.8	0.2	-2.7	-15.1	-2.2	0.2
> O=C1c2cc([N+](=O)[O-])ccc2-c2cc(Cl)c(NC(=O)C(F)(F)F)cc21
    -4.1	-7.1	-6.5	·	5.3	-1.5	-0.4	-1.9	·	0.4
> Cc1ccc2c(c1)[C@H]1OCC[C@H]1[C@@H](c1ccncc1)N2
    -7.5	-0.2	6.9	0.4	10.1	0.0	-0.6	-5.0	-2.9	0.9
> COc1cccc(-c2sc3ccc(OC)cc3c2-c2ccc(O)cc2)c1
    -6.7	-0.4	7.6	·	1.5	103.1*	0.1	6.9	·	1.0
> Nc1c(C(=O)N/N=C/c2ccc([N+](=O)[O-])cc2)cnn1-c1ccccc1
    0.2	-0.1	0.7	-0.1	6.3	-0.3	1.7	i	-2.5	1.5
> CC(=O)c1c(N)nc2n(c1=O)CCCCC2
    2.4	i	0.1	-3.8	7.0	8.2	-2.3	-7.3	-7.7	·
> Cn1nc(C(C)(C)C)c([N+](=O)[O-])c1C(=O)N1CCCCCC1
    0.0	i	3.6	24.6	3.5	0.7	-0.6	2.5	1.8	-0.7
> C=CCNC(=O)CN1CCN(Cc2ccc3c(c2)OCO3)CC1
    5.6	i	2.4	16.0	-8.7	-0.9	0.8	-9.3	-3.4	0.6
> CSc1nc2c(c(=O)n1Cc1ccccc1)SC(C)C2 (stereo unspecified)
    2.4	0.9	7.2	-19.7	4.3	-0.2	0.7	15.6	1.7	·
> N#CC1=C(S)N(c2ccccc2)C(c2ccc(-c3cccc(Cl)c3)o2)NC1=O (stereo unspecified)
    1.4	-0.3	7.2	-3.8	1.5	1.6	0.8	18.4	0.5	0.3
> O=C(C1=C(O)C(=O)N(CCCN2CCOCC2)C1c1ccc(Cl)cc1)c1cc2ccccc2o1 (stereo unspecified)
    ·	·	·	-13.4	-0.6	·	·	0.3	5.3	0.8
> Cc1ccc(OC(C)C(=O)Nc2ccncc2)cc1 (stereo unspecified)
    1.6	i	-0.9	14.9	-9.7	-0.8	-2.4	-10.8	2.7	2.8
> CCOC(=O)Cc1csc(NC(=O)c2cnc3scc(C)n3c2=O)n1
    -0.6	i	0.6	·	-6.5	2.2	0.3	-4.3	-2.9	·
> O=C(COC(=O)c1ccc(S(=O)(=O)NCc2ccco2)cc1)Nc1ccc(Cl)cn1
    0.9	1.1	0.6	24.3	0.9	-1.0	0.9	-2.5	6.8	-0.6
> Cc1ccc(-c2[nH]c3ccccc3c2SCCN)cc1
    -5.9	i	-24.1	9.0	-18.4	2.5	-0.4	22.8&11.0	0.5	0.0
> CCCCn1c(SCC(=O)N2c3ccccc3Sc3ccccc32)nc2c1c(=O)n(C)c(=O)n2C
    ·	i	4.9	-4.8	7.8	2.1	·	1.3	6.2	·
> COc1cc([C@@H]2CC=C(C(=O)O)[C@H](c3ccc(Cl)cc3)N2S(=O)(=O)c2ccc(C)cc2)cc(OC)c1OC
    -5.7	-0.4	-1.5	·	-7.9	0.6	-0.1	-4.9	·	2.7
> O=C1C2C(C(=O)N1CCc1ccccc1)C1C=CC2C12CC2 (stereo unspecified)
    -2.3	i	3.2	21.8	11.4	-0.4	-0.3	-4.0	-2.1	0.7
> O=S(=O)([N-]c1nc2ccccc2nc1-n1cc[n+](Cc2ccccc2)c1)c1ccc(Cl)cc1
    2.3	i	12.6	5.0	-10.2	-0.7	1.1	-6.8	0.4	0.9
> C=CCn1c(C)cc(C(=O)CSc2nnc(-c3cccc(S(=O)(=O)N(CC)CC)c3)o2)c1C
    -7.9	-1.7	0.6	6.7	6.0	1.0	-1.4	-14.5	7.8	·
> CCOc1ccc(C(=O)NCC(=O)OCc2nnc(-c3ccccc3)o2)cc1OCC
    1.3	i	2.2	·	-0.8	-1.4	-0.1	-7.0	·	-11.2
> CCCCn1c(NCc2cc(C)ccc2O)nc2ccccc21
    -3.0	i	3.3	·	23.6	·	-0.4	·	·	-8.8
> Cc1[nH]c(=O)[nH]c(=O)c1S(=O)(=O)N1CCCC(C(=O)NCCc2ccccc2)C1 (stereo unspecified)
    -1.5	-0.8	-1.6	-1.7	-0.4	-0.1	-0.1	-9.2	9.9	·
> C(=N\Nc1nc(-c2ccccc2)cs1)/c1ccncc1
    -14.9	-0.4	-9.6	29.6	-4.7	-0.5	-0.9	·	1.4	-0.6
> Cc1ccc(NC(=O)COC(=O)CCC(=O)c2cccs2)cc1S(=O)(=O)N1CCOCC1
    -4.0	-0.3	-10.8	-1.3	15.1	1.2	0.6	-5.8	-2.4	·
> C[C@@H](C(=O)Nc1ccc2ccccc2c1)[C@H]1C[C@]1(C)[C@H](NS(=O)(=O)c1ccccc1)c1ccccc1
    ·	·	·	-7.3	-4.0	·	·	-5.4	5.0	1.1
> CCOC(=O)c1c(C)n(C)c2ccc(OC)c(NC(=O)CN3CCN(C4CCCCC4)CC3)c12
    ?	-0.2	16.1	30.9	-1.4	0.1	1.9	-5.5	-4.2	·
> Cc1ccc(NC(=O)CCNC(=O)c2ccccc2Cl)cc1S(=O)(=O)N1CCCCCC1
    5.8	-0.9	14.9	·	-7.7	-1.6	0.2	-11.2	·	0.6
> O=C(CC(C(=O)O)P(=O)(c1ccccc1)c1ccccc1)c1ccc(Br)cc1 (stereo unspecified)
    -0.2	-0.4	11.3	17.0	2.8	-0.3	0.1	1.4	1.9	1.2
> Cc1ccc(C(=O)N/C(=C/c2ccco2)C(=O)NCC2CCCO2)cc1 (stereo unspecified)
    -0.9	i	4.4	26.5	-9.8	-0.1	0.0	-1.7	-0.7	·
> CC(C)(C)NC(=O)CN(C(=O)CCC(=O)Nc1nccs1)c1cccc(C(F)(F)F)c1
    -0.7	0.8	-5.9	0.1	-3.5	1.3	3.8	3.9	3.9	0.6
> O=C(Nc1ccc(F)c(Cl)c1)C1CCCN(c2cnccn2)C1 (stereo unspecified)
    -3.6	i	6.1	1.8	7.4	0.0	-1.3	4.5	-1.9	-5.6
> CCOC(=O)C(Cc1cc(N)c(Oc2ccc(OC)cc2)c(N)c1)NC(C)=O (stereo unspecified)
    -4.2	i	13.7	·	0.9	-1.9	0.1	3.5	·	-2.0
> O=C(NCc1ccccc1)[C@@H]1CCCN1C(=O)[C@@H]1CCCN1C(=O)c1cccs1
    -3.6	·	·	·	-3.9	·	-0.6	·	·	11.5*
> COc1ccc(-c2[nH]c(-c3cccc(OC)c3)nc2SCC(=O)NCc2ccco2)cc1
    2.9	-0.1	-9.4	36.3	-0.8	-0.6	-0.4	8.9	-2.9	-3.0
> CCc1cc2c3c([nH]c2cc1S(=O)(=O)NCCCOC)CC(C)(C)CC3=O
    -7.1	0.2	7.3	6.1	0.8	·	-0.2	-4.8	-1.4	0.3
> CCOc1ccccc1-n1c(SCC(N)=O)nnc1-c1ccccc1
    0.8	i	12.1	11.3	-12.5	1.8	?	-3.6	4.4	·
> Cc1ccc(S(=O)(=O)N2CCOCC2)cc1NC(=O)COC(=O)c1cnccn1
    6.5	i	-7.5	·	25.2	0.7	0.2	-7.6	·	0.2
> O=C(COc1ccccc1)NCCSCc1ccccc1Cl
    -4.7	-0.9	-10.8	12.0	15.6	1.0	-0.5	-7.1	1.6	0.7
> COc1ccccc1NS(=O)(=O)c1cc(NC(=O)c2ccccc2F)ccc1N1CCOCC1
    0.0	-0.3	-1.6	1.5	1.5	0.4	-0.4	4.2	3.7	2.4
> COc1cccc(CNC(=O)C2CCCN(S(=O)(=O)c3c(C)n[nH]c3C)C2)c1 (stereo unspecified)
    1.5	i	-3.7	10.7	14.8	-0.2	0.3	-7.7	-6.7	·
> O=C(CSc1ccccc1)NCc1ccc(F)cc1
    -0.7	-0.3	3.5	21.5	-1.2	-0.3	0.1	-7.2	3.8	-0.3
> CCOc1ccc(S(=O)(=O)NC2CCCCCC2)cc1
    2.6	0.4	12.0	3.4	14.8	1.3	-1.4	-12.1	7.5	0.3
> O=C(N/N=C/c1sc(N2CCOCC2)nc1-c1ccccc1)c1ccc(O)cc1
    3.7	-1.6	-15.5	33.4	-0.9	0.7	24.4	·	-1.2	1.3

Source: PubChem BioAssay (several laboratories)
